Assay outcomes from PubChem.
M. tuberculosis GlmU – inhibition of mycobacterial GlmU enzyme – biochemical, glucosamine-1-phosphate acetyltransferase (AID 1376); M. tuberculosis GlmU acetyltransferase enzyme assay; higher % means a stronger effect; inhibition, %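 (tested at 30 µM in the primary screen)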; hits with a dose series show IC50 in µM; 220,000 compounds, 0.25% hits; in the data active means inhibition above about 13%;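 further: 0% = complete reaction with vehicle and 100% = reaction without substrate; strong numbers were not always called active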
RmlCD inh 1536 – inhibitors of Mycobacterium tuberculosis RmlC and RmlD coupled enzymes; P9WH09+P9WH11; RmlC+RmlD coupled enzyme assay, percent inhibition; primary screen in compound mixtures; inhibition, % at 3.6 µM; 160,000 compounds, 0.03% hits; in the data active means inhibition mostly above about 34%, no sharp cut-off; further: some results filed as inactive read as strong as hits
Target sequence (P9WH09 whole entry, looked up): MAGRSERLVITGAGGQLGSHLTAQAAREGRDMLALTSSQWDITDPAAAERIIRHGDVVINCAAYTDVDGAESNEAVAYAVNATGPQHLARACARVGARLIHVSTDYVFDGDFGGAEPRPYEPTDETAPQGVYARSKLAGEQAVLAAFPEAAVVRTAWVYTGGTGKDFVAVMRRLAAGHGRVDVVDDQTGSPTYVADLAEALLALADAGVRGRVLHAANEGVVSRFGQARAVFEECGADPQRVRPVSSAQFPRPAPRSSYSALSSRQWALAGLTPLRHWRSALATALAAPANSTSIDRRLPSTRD
Target sequence (P9WH11 whole entry, looked up): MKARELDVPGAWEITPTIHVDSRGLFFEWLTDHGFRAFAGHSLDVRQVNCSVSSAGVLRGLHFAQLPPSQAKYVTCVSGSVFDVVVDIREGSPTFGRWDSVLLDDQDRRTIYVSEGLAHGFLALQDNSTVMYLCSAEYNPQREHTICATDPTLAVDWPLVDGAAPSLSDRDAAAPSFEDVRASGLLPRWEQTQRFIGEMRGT
* hit, by the source's call; nt = no result given. Only part of the results is shown. The share of hits here may be higher or lower than overall.

SMILES | M. tuberculosis GlmU | RmlCD inh 1536
CCN1C(=O)C(CC(=O)Nc2ccc(OC)cc2)N(CCc2ccccc2F)C1=S (stereo unspecified) | 2.9% | nt
O=C1CC(c2ccccc2F)c2cc3c(cc2N1)CCC3 (stereo unspecified) | nt | 4
CCN(CC)c1ccc(NC(=O)CC2Oc3ccccc3NC2=O)c(C)c1 (stereo unspecified) | 3.5% | nt
COc1cc(/C=C(/C#N)c2nc3ccccc3[nH]2)ccc1OC(=O)c1ccco1 | 0.5% | 2
O=C1C(=Cc2cccn2-c2ccc(O)cc2)C(=O)c2ccccc21 | nt | 25
N/C(Cn1cncn1)=N\NC(=O)C(=O)Nc1cccc(C(F)(F)F)c1 | 11% | 1
CC(=O)Nc1cccc(NC(=O)CSc2nn3c(=O)c(C)nnc3s2)c1 | 5.2% | nt
CCNC(=S)N1CCCC(c2nc3ccc(C)cc3[nH]2)C1 (stereo unspecified) | -1.1% | 3
CN(C(=O)CC1C(=O)NCCN1Cc1ccc(F)c(F)c1)C1CCOCC1 (stereo unspecified) | -1.9% | -6
O=C(NCc1ccccn1)c1cc(-c2ccc(Br)cc2)nc2ccccc12 | -4.3% | nt
O=C(CCCc1c[nH]c2ccccc12)NCC1COc2ccccc2O1 (stereo unspecified) | -3.0% | nt
Cn1cccc1CC(=O)N/N=C/c1ccco1 | -0.1% | 8
Cn1c(SCC(=O)N2c3ccccc3CCc3ccccc32)nnc1-c1cc2ccccc2cc1O | -1.9% | -4
CCOC(=O)c1c(C)nn(-c2ncccc2NC(=O)NC(C)C)c1C | 7.1% | -10
C[C@@H]1CC=C[C@H]2[C@H]1C(=O)N(Cc1ccccc1)[C@H]2c1ccc(-c2cc3ccccc3s2)cc1F | 1.0% | nt
CC(C)(C)c1cc(C(=O)N/N=C/c2ccc(O)cc2)n(-c2ccccc2)n1 | 2.2% | nt
COc1ccc(C2=NN(C(=O)CSc3ncccn3)C(c3cccc(OC)c3OC)C2)cc1 (stereo unspecified) | 1.2% | -8
O=C(Cn1cnc2c(oc3ccccc32)c1=O)N1CCCc2ccccc21 | -2.9% | 5
CCS(=O)(=O)Nc1cccc(C2=NN(S(=O)(=O)c3ccc(C)cc3)C(c3ccco3)C2)c1 (stereo unspecified) | -4.0% | 8
COc1ccc(SC[C@H](CC(C)C)N2CCN(C)CCC2=O)cc1 | 0.7% | nt
Nc1cc(=O)[nH]c(SCc2nnnn2-c2ccc(Cl)cc2)n1 | 4.6% | 3
CCn1c(NCc2ccccc2NS(=O)(=O)c2ccc(C)cc2)nc2ccccc21 | -0.5% | -10
COc1cccc(-c2cc(C(=O)N3CC4(C)CC3CC(C)(C)C4)no2)c1 (stereo unspecified) | -2.8% | 11
C=CCNc1nc(-c2cc3ccccc3o2)cs1 | 0.7% | -10
Cc1cc(=O)[nH]c(SC(C(=O)O)c2ccccc2)n1 (stereo unspecified) | -5.0% | 3
COc1ccc(N/C=C/C(=O)c2sc(-c3ccccc3)nc2C)cc1 | -0.3% | 2
COc1cc(C(=O)Nc2cccc(-c3nnc(-c4ccco4)o3)c2)ccc1OC(C)=O | -1.6% | 10
CC(C)CNC(=O)C1CCCN(S(=O)(=O)c2ccc(-n3cnnn3)cc2)C1 (stereo unspecified) | nt | 8
CC1(C)CC(CCN)(Cc2ccccc2Cl)CCO1 (stereo unspecified) | -2.3% | 36
Cn1c(N)c(C(=O)COC(=O)c2cc(C3CC3)nc3ccccc23)c(=O)n(Cc2ccccc2)c1=O | -0.6% | nt
CC(OC(=O)C1CC1)C(=O)Nc1ccc([N+](=O)[O-])cc1Cl (stereo unspecified) | -2.8% | nt
CCOc1nc(-c2ccccc2Cl)nc2ccccc12 | -1.6% | -10
Cc1cccc(-n2c(-c3ccco3)nc3nc4ccccc4nc32)c1 | nt | -4
N#C/C(Cn1c[n+](NC(=O)Nc2ccccc2)cn1)=N/O | 1.6% | nt
CC1CN(CC(O)COc2ccccc2C(C)(C)C)CC(C)O1 (stereo unspecified) | 8.8% | nt
O=C(NNS(=O)(=O)c1ccccc1C(F)(F)F)c1cccc(S(=O)(=O)Nc2ccccc2Cl)c1 | 3.1% | -9
O=C(CN1CCN(c2ccc(O)cc2)CC1)NC1CCCc2ccccc21 (stereo unspecified) | 3.6% | 8
NC(=O)c1nn(-c2ccccc2)nc1NC(=O)CN1CCCCC1 | 0.4% | 3
CC1CN(C(=O)COC(=O)c2ccc(Cl)nc2)CC(C)O1 (stereo unspecified) | -0.2% | -10
CCOc1ccc(C(=O)NCCn2cc(SCC(=O)Nc3cc(C)on3)c3ccccc32)cc1 | 5.1% | 1
O=[N+]([O-])c1cccc(S(=O)(=O)c2ccc(N3CCCCC3)c([N+](=O)[O-])c2)c1 | -1.4% | 6
Cn1c(SCC(=O)Nc2sccc2C(N)=O)nnc1-c1ccncc1 | 0.6% | -8
Cc1cc(Nc2ccc3c(c2)OCCO3)c2cc(Cl)ccc2n1 | -2.4% | nt
CC(=O)Nc1c(Br)cc(N2C(=O)CCC2=O)cc1Br | 1.6% | nt
O=S(=O)(c1ccc(F)cc1)N1CCC(N2CCCCCC2)CC1 | -3.8% | 19
Cc1ccc(-n2ncc3c(NCCCN4CCOCC4)ncnc32)c(C)c1 | 6.2% | nt
CCOc1ccc(CCNC(=O)c2cc3c(C)nccc3[nH]c2=O)cc1OCC | 3.4% | nt
O=C(O)c1ccc(CNCc2ccccc2Cl)cc1 | 1.0% | 4

Looked up by compound from the list above (4):
SMILES | M. tuberculosis GlmU | RmlCD inh 1536
Cn1c(SCC(=O)Nc2sccc2C(N)=O)nnc1-c1ccncc1 | 0.6% | -8
O=C(O)c1ccc(CNCc2ccccc2Cl)cc1 | 1.0% | 4
O=C(CN1CCN(c2ccc(O)cc2)CC1)NC1CCCc2ccccc21 (stereo unspecified) | 3.6% | 8
Cc1cc(Nc2ccc3c(c2)OCCO3)c2cc(Cl)ccc2n1 | -2.4% | nt

The list goes on:
SMILES | M. tuberculosis GlmU | RmlCD inh 1536
CC(=O)Nc1cccc([N+](=O)[O-])c1 | -0.8% | -11
Cc1cc2nc(-c3ccc(NC(=O)c4cccnc4)cc3)oc2cc1C | 4.3% | nt
Cc1cc(C)cc(NC(=O)C(=O)NCC2CCCO2)c1 (stereo unspecified) | 3.1% | 3
COc1ccc(-c2[nH]ncc2CNC(C)CCn2cccn2)c(F)c1 (stereo unspecified) | 0.9% | nt
CCOc1ccc(/C=N/NC(=O)CN2CCSCC2)cc1 | -3.0% | nt
O=C(/C=C/Nc1ccc(S(=O)(=O)Nc2ncccn2)cc1)c1cccs1 | 1.4% | -4
CC(C)[C@H]1C(=O)N2CCC[C@H]2[C@]2(O)O[C@](NC(=O)[C@@H]3C=C4c5cccc6[nH]cc(c56)C[C@H]4N(C)C3)(C(C)C)C(=O)N12 | -5.1% | nt
O=C(Nc1cccc(-c2cn3cccnc3n2)c1)c1ccc2c(c1)OCO2 | 4.2% | -9
CCCCSc1nnc2n(CCc3ccccc3)c(=O)c3c4c(sc3n12)COC(C)(C)C4 | 6.5% | nt
Cc1ccccc1NC(=O)N1c2ccccc2CC1C (stereo unspecified) | 7.1% | -15
Cc1ccc(S(=O)(=O)N/N=C/c2ccc(C(=O)O)cc2)cc1 | 2.5% | 6
COc1ccc(C(=O)Nc2cc([N+](=O)[O-])ccc2N2CCCC2)cc1 | 0.1% | 5

Next section, overlapping the part above by four compounds.
SMILES | M. tuberculosis GlmU | RmlCD inh 1536
CCCCSc1nnc2n(CCc3ccccc3)c(=O)c3c4c(sc3n12)COC(C)(C)C4 | 6.5% | nt
Cc1ccccc1NC(=O)N1c2ccccc2CC1C (stereo unspecified) | 7.1% | -15
Cc1ccc(S(=O)(=O)N/N=C/c2ccc(C(=O)O)cc2)cc1 | 2.5% | 6
COc1ccc(C(=O)Nc2cc([N+](=O)[O-])ccc2N2CCCC2)cc1 | 0.1% | 5
COc1ccc(CC(=O)N/N=C/c2ccc(-c3cccc(C(=O)O)c3)o2)cc1OC | 9.4% | 6
O=C(COc1ccccc1/C=C1\SC(=O)NC1=O)Nc1ccc(F)cc1 | 6.4% | -16
CC(=O)Nc1ccc(NC(=O)C(=O)N/N=C/c2cccnc2)cc1 | 0.2% | -14
Cc1ccc(S(=O)(=O)N2CCC(C(=O)NNS(=O)(=O)c3ccc(Cl)cc3)CC2)cc1 | 1.8% | 13
CC1Cc2ccccc2N1C(=O)c1cccnc1 (stereo unspecified) | 5.2% | -4
CCn1c(O)c(N=NC(=O)C(O)c2ccccc2)c2ccccc21 (stereo unspecified) | -1.1% | -12
COc1ccc(-c2cc(-c3ccccc3O)[nH]n2)cc1OC | -2.6% | nt
C/C(N)=C(/C#N)C(=O)COC(=O)c1cc(-c2cccc3ccccc23)nc2ccccc12 | -0.3% | -14
O=C1NC2(CCN(Cc3ccccc3)CC2)Oc2ccccc21 | -3.5% | 0
Cc1ccccc1OCCn1c(=O)sc2ccccc21 | 4.0% | nt
O=Nc1ccc(NOC(=O)c2ccc(Br)cc2)cc1 | 2.5% | nt
COc1ccc(C2=NN(C(N)=S)C(c3ccccc3)C2)cc1 (stereo unspecified) | -3.5% | 27
CCc1nn(CC(=O)Nc2ccc(Br)c(C)c2)c(=N)s1 | -6.6% | -16
Cc1nnc(SCc2ccc(CC(=O)O)cc2)o1 | 7.9% | 11
CCCCCCCCCCCCN1[C@@H](CC(=O)O)c2cc(F)ccc2S1(=O)=O | 3.5% | nt
Cc1ccc(Cc2nnc3n(-c4ccccc4)nc(C(=O)c4ccccc4)n3c2=O)cc1 | 5.9% | nt
CC(C)c1ccc(CNC(=O)C(=O)NCC2CCCO2)cc1 (stereo unspecified) | 2.4% | 2
NC(=O)c1ccc(NC(=O)CSc2nnc(-c3ccncc3)n2Cc2ccco2)cc1 | -3.6% | -10
COc1ccccc1-n1c(=S)[nH]c2c(sc(=S)n2-c2ccc(C)cc2C)c1=O | 2.8% | 6
Cc1ccsc1C1C(C#N)=C(N)OC2=C1C(=O)CC(C)(C)C2 (stereo unspecified) | -1.1% | 0
Cc1ccc(S(=O)(=O)N2CCN(C(=O)N(c3ccccc3)c3ccccc3)CC2)cc1 | -1.8% | nt
O=C(CCc1nnc(Cc2ccc(-c3ccccc3)cc2)o1)NCCc1ccccn1 | -1.9% | -5
O=C(NC(NCC1CCCO1)C(Cl)(Cl)Cl)c1cccc2ccccc12 (stereo unspecified) | 5.3% | 5
O=C1CCC(=O)N1CN(Cc1ccco1)CN1C(=O)CCC1=O | -4.2% | 10

Filtered by structure: the compounds so far with a cyano group.
SMILES | M. tuberculosis GlmU | RmlCD inh 1536
COc1cc(/C=C(/C#N)c2nc3ccccc3[nH]2)ccc1OC(=O)c1ccco1 | 0.5% | 2
N#C/C(Cn1c[n+](NC(=O)Nc2ccccc2)cn1)=N/O | 1.6% | nt
C/C(N)=C(/C#N)C(=O)COC(=O)c1cc(-c2cccc3ccccc23)nc2ccccc12 | -0.3% | -14
Cc1ccsc1C1C(C#N)=C(N)OC2=C1C(=O)CC(C)(C)C2 (stereo unspecified) | -1.1% | 0

The listing continues.
SMILES | M. tuberculosis GlmU | RmlCD inh 1536
O=C(C1=C[C@H](c2csc3ccccc23)C[C@H](OCCCCO)O1)N1CCOCC1 | 1.7% | nt
CC(C)[N+](C)(CCOC(=O)C1c2ccccc2Oc2ccccc21)C(C)C | -2.3% | nt
COC(=O)[C@@H]1C[C@@]2(O)[C@@H](O)[C@@H](O)[C@@H](O)C[C@H]2N1Cc1ccc(C(F)(F)F)cc1 | -4.2% | nt
O=C1Nc2ccc(Br)cc2C12NNc1ccccc1O2 (stereo unspecified) | -2.7% | 6
Cc1ccc(C)c(C2C(C#N)=C(N)Oc3cc(C)oc(=O)c32)c1 (stereo unspecified) | 4.7% | nt
CCC(=O)NC(NC(=S)Nc1cccc2cccnc12)C(Cl)(Cl)Cl (stereo unspecified) | -3.2% | 3
OCC1(Cc2ccccc2)CCN(Cc2cc3ccccc3o2)CC1 | 1.7% | -6
Cc1ccc(C(=O)NC(=S)Nc2ccc3[nH]c(=O)[nH]c3c2)c(C)c1 | 0.4% | -6
NS(=O)(=O)c1cccc(NC(=O)COC(=O)C2CCCCC2)c1 | 0.0% | 1
Cc1ccc(NC2=C(Cl)C(=O)OC2OC(C)C)c(C)c1 (stereo unspecified) | -1.9% | 5
Cn1nc(C(F)(F)F)c(C(=O)Nc2ccc(F)cc2F)c1Sc1ccc(Cl)cc1 | -0.3% | -4
CCC(=O)N1CCN(c2ccccc2NC(=O)COc2ccccc2Cl)CC1 | 0.4% | 8
COc1ccc(-c2noc(-c3ccc4c(c3)OCO4)n2)cc1 | 1.9% | 14
CCC(=O)N(CCN1CCOCC1)Cc1cc2cc3c(cc2nc1Cl)OCO3 | 7.4% | 11
Cc1ccc(C)c(OCc2nc3ccccc3[nH]2)c1 | -3.4% | 9
COc1ccc(-n2c(Cc3cccn3C)nnc2SCC(=O)Nc2ccc(F)cc2F)cc1 | 3.3% | -8
NS(=O)(=O)c1cccc(NC(=O)c2cc3ccccc3o2)c1 | 6.9% | -6
Cc1nn(C(C)c2n[nH]c(=S)n2-c2cccc(Cl)c2)c(C)c1[N+](=O)[O-] (stereo unspecified) | 9.2% | nt
C=CCCC(=O)Nc1nc(C)c(-c2csc(Nc3cc(Cl)ccc3OC)n2)s1 | 0.4% | 6
N/C(=N\OC(=O)CCCOc1ccccc1)c1ccc(Br)cc1 | 4.1% | 10
COc1ccccc1NS(=O)(=O)c1cc(NC(=O)CCC(=O)c2cccs2)ccc1Cl | 2.1% | nt
CC(=O)Nc1nc(C)c(C(C)=O)s1 | 0.6% | -4
COc1cccc(N2CCN(C(=O)CN(c3ccc(C)cc3)S(=O)(=O)c3c(C)n[nH]c3C)CC2)c1 | -1.7% | 0
